# GPR151 ag: activates the human receptor GPR151. Q8TDV0. PathHunter beta-arrestin GPR151 cells, luminescence. activation, % at 11.2 µM. 650,000 compounds, 1% hits. AID 1508602; in the data active = activation above about 4.9%;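 note: 0% = median of compound wells and 100% = cells with positive control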
# TEAD-YAP inh: TEAD-YAP interaction inhibition; HEK-TIYL cells, TEAD-Gal4/YAP UAS-luciferase luminescence; inhibition, % at 9.12 µM; 640,000 compounds, 1.4% hits; AID 1259422; in the data active = inhibition above about 32%;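 note: 0% = median of test compound wells and 100% = reference inhibitor wells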
# FBW7 act: human FBW7 E3 ligase activation, primary screen; 650,000 compounds, 0.13% hits; AlphaScreen FBW7–phospho-cyclin E peptide binding, activator screen; Q969H0; normalized activity (activation), % at 26.1 µM; AID 1259310; in the data active = normalized activity above about 1.9%;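 note: purified mutant Fbw7 with reduced substrate affinity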
# Target sequence (Q969H0 whole entry, looked up): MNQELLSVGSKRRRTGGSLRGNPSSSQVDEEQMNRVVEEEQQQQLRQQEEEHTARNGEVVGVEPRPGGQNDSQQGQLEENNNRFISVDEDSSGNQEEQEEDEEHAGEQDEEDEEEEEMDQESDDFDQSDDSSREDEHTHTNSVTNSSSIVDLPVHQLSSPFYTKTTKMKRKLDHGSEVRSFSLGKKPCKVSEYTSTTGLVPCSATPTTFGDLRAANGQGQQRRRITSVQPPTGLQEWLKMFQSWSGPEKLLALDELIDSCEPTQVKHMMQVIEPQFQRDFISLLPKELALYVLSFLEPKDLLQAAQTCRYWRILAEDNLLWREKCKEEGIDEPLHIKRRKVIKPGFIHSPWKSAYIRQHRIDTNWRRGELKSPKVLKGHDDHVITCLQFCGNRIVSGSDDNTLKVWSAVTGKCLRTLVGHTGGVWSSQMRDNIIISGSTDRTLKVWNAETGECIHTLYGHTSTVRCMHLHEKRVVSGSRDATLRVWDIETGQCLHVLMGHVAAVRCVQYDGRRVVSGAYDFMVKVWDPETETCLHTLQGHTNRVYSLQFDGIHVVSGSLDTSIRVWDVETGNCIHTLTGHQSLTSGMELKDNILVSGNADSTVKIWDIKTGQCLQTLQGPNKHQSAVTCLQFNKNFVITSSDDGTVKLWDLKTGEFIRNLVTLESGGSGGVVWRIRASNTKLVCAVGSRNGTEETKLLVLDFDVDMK
# MITF primary: blocks human microphthalmia-associated transcription factor; O75030; AlphaScreen MITF homodimerization, bead proximity signal; inhibition, % at 2.6 µM; 650,000 compounds, 0.91% hits; in the data active = inhibition above about 50%;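 note: 0% = vehicle wells with protein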
# * hit, by the source's call; & = joins results of further samples.
# Order of results: FBW7 act	MITF primary	GPR151 ag	TEAD-YAP inh
1	COC(=O)[C@H](CC(C)C)Nc1nc(-c2ccncc2)nc2cnccc12
 : 0.0	5.7	-0.3	15.2
2	COc1ccc(CCn2c(SCC(=O)Nc3ccc(C)cc3)nc3ccccc3c2=O)cc1OC
 : 0.1	22.6	0.7	11.2
3	CN(C)c1cc(NC(=O)CNC(C)(C)C)c(O)c2c1C[C@H]1C[C@H]3[C@@H](N(C)C)C(=O)C(C(N)=O)=C(O)[C@@]3(O)C(=O)C1=C2O
 : -0.5	78.2*	1.1	-3.0
4	O=C(CC1C(=O)NCCN1C(=O)C1CCCCC1)OCc1ccccc1 (stereo not drawn)
 : 0.2	13.1	0.6	0.0
5	COc1ccc(N2C(=O)CC(N3CCN(C(=O)c4ccco4)CC3)C2=O)cc1 (stereo not drawn)
 : 0.2	7.0	0.1	0.5
6	CNc1oc(-c2cccs2)nc1S(=O)(=O)c1ccccc1
 : -0.2	-3.9	5.1*	0.8
7	Cc1ccc(NC(=O)C2CC=CCC2C(=O)N2CCCCC2)cc1 (stereo not drawn)
 : -0.1	4.4	0.1	3.2
8	CC(C)(C)NS(=O)(=O)c1ccc(NC(=O)NC2CCCCC2)cc1
 : 0.0	5.9	0.2	6.6
9	CCOC(=O)c1ccc(NC(=O)CCc2c(C)nc3nc[nH]n3c2=O)cc1
 : 0.0	2.8	-0.1	-3.0
10	COCCN1C(=O)c2ccccc2C(C(=O)N2CCC(C)CC2)C1c1ccc(F)cc1 (stereo not drawn)
 : -0.1	-14.1	-0.5	7.2
11	COc1ccc(CCNC(=O)c2cc(=O)c3cc(Cl)ccc3o2)cc1OC
 : -0.2	-2.7	0.5	4.3
12	CC(C)(C)C1CCC2(CC1)NC(=O)N(CC(=O)Nc1cccc(C#N)c1)C2=O (stereo not drawn)
 : -0.1	-3.8	-1.8	-0.2
13	COc1ccc(C(=O)Oc2cccc(C(=S)N3CCOCC3)c2)cc1
 : 0.3	1.7	0.1	6.8
14	Cc1ccc(S(=O)(=O)N(Cc2ccccc2)c2ccccc2C(=O)N2CCOCC2)cc1
 : -0.1	-5.9	-0.8	-2.4
15	COc1ccccc1CNc1ccc(C(=O)N2CCN(C)CC2)cc1S(=O)(=O)Nc1cccc(C(F)(F)F)c1
 : 0.2	12.6	0.7	7.7
16	CC(C)Oc1ccc(C(=O)Nc2cc(=O)n(C)c(=O)n2C)cc1
 : -0.1	-7.4	-0.2	-15.3
17	CCc1nc(SCC(=O)Nc2c(C)nn(C)c2C)c2cnn(-c3ccccc3)c2n1
 : 0.2	6.7	0.4	-2.4
18	CCOC(=O)NC(C#N)=C(NC)NC
 : 0.1	9.1	-0.2	-2.7
19	CCCOc1ccc(/C(O)=C2/C(=O)C(=O)N(CCN(C)C)C2c2ccc(OC)cc2)cc1C (stereo not drawn)
 : -0.2	6.9	0.5	7.2
20	O=C(NCCCN1CCOCC1)c1cc(-c2ccc(Cl)c(Cl)c2)on1
 : -0.1	2.6	-0.1	9.4
21	O=C(CSc1cccc[n+]1[O-])N(CCc1ccccc1)Cc1ccccc1
 : 0.6	6.5	-0.5	-12.7
22	CC(C)=CC(=O)Nc1nnc(-c2cccs2)s1
 : -0.1	-8.3	-0.8	-11.3
23	CC(C)c1ccc(S(=O)(=O)c2ccc(NNC=C(C#N)C#N)cc2)cc1
 : 0.0	-1.6	3.3	2.1
24	O=C(NCCc1c[nH]c2ccccc12)C(=O)NC1CC1
 : 0.1	2.8	0.7	0.5
25	COc1ccc(OC)c(-n2c(CNC(=O)c3ccc(S(=O)(=O)N4CCOCC4)cc3)nnc2SCC(=O)Nc2cccc(C)c2)c1
 : 0.0	3.2	-0.3	9.7
26	CCOc1ccc(NC2=NCC(=O)N2c2ccccc2)cc1
 : -0.1	-9.7	0.5	-0.5
27	O=C(O)CN1CCN(Cc2cccc(Cl)c2)C1=O
 : 0.1	-7.0	0.0	-4.7
28	O=C(c1ccc(Br)s1)N1CCn2c(nnc2C2CC2)C1
 : 0.2	0.3	0.0	-6.0
29	Cc1cc(SCC(=O)NCc2ccccc2Cl)nc(=O)[nH]1
 : -0.1	-0.9	-1.0	6.3
30	CCOC(=O)/C=C1\NC2(C)CCCCC2c2c1ccc1ccccc21 (stereo not drawn)
 : -0.1	11.6	0.0	1.3
31	CC(C)c1ccc(OCc2nc(-c3ccccc3Cl)no2)cc1
 : 0.6	-6.3	-1.6	-24.6
32	Cc1cccn2cc(CSc3cccc4cccnc34)nc12
 : 0.0	-0.5	-0.8	-50.1
33	CCC(C)C1NC(=O)C(CCN)NC(=O)C(NC(=O)C(CCN)NC(=O)C(NC(=O)C(CCN)NC(=O)CCCCC(C)C)C(C)O)CCNC(=O)C(C(C)O)NC(=O)C(CCN)NC(=O)C(CCN)NC(=O)C(C(C)CC)NC1=O (stereo not drawn)
 : 0.4&0.1	21.4&-13.8	1.7&-0.4	-9.2&6.8
34	CC(C)(C)C(=O)COC(=O)c1ccc(NC(=O)c2ccco2)cc1
 : -0.2	-2.5	0.0	-4.0
35	Nc1nnc(SCC(=O)N2CC(=O)Nc3ccccc32)s1
 : -0.1	-8.8	-0.6	3.5
36	O=C(NCc1cccnc1)c1cnc2ccccc2n1
 : -0.3	-9.4	-1.1	-4.5
37	O=C(Nc1c2c(nn1-c1cccc(Cl)c1)CS(=O)(=O)C2)c1ccc(Cl)c([N+](=O)[O-])c1
 : -0.2	-3.2	-0.1	3.7
38	COC(=O)c1ccc(-c2cnc3ccc(NCCc4ccccn4)nn23)cc1
 : -0.6	-7.8	-0.8	12.7
39	Cc1ccc(OCCCC(=O)Nc2ccc(C(=O)O)cc2)cc1
 : 0.1	18.9	0.4	-3.6
40	COc1cc(OC)c(C2C(C(=O)OCC(C)C)=C(C)NC3=C2C(=O)CC(C)(C)C3)cc1OC (stereo not drawn)
 : 0.0	-1.4	1.0	-6.8
41	O=[N+]([O-])c1cccc(CN2CCc3ccccc3C2)c1
 : -0.1	3.4	0.4	-4.5
42	CCCNCc1c(C(=O)O)n(Cc2ccc(F)cc2)c2ccccc12
 : 0.7	7.3	-1.1	10.4
43	CCCCOC(=O)Nc1cccc(F)c1
 : 0.1	-4.8	0.1	-28.5
44	Nc1cc(=O)[nH]c(SCC(=O)Nc2ccccn2)n1
 : 0.6	9.6	-0.8	1.5
45	CCOC(=O)c1c(NC(=O)CSc2nnc(CNC(=O)c3ccccc3C(F)(F)F)n2C)sc2c1CCC2
 : 0.0	-15.2	1.5	0.9
46	Fc1ccccc1N1N=C(c2ccc(Br)cc2)CC1c1ccccc1Cl (stereo not drawn)
 : -0.1	1.3	-0.3	-4.3
47	NC(=O)CSc1nnc(-c2ccc([N+](=O)[O-])cc2)n1CC1CCCO1 (stereo not drawn)
 : 0.0	8.5	0.1	-4.4
48	Cn1c(=O)[nH]c(=O)c2c1ncn2CC(=O)N/N=C/c1ccccc1O
 : 0.0	-6.6	-0.2	8.2
49	Cc1nnc(NC(=O)CSc2nnc(-c3cccnc3)n2C)s1
 : -0.1	5.1	2.2	7.3
50	CCOc1ccccc1NC(=O)c1c(NC(=O)CNCc2ccco2)sc2c1CCC2
 : 0.0	9.2	1.6	-3.1

# Continuation.
# Order of results: FBW7 act	MITF primary	GPR151 ag	TEAD-YAP inh
51	COc1ccc2[nH]cc(CCNC(=O)NC34CC5CC(CC(C5)C3)C4)c2c1
 : 0.0&-0.2	1.7&8.0	3.2&0.7	1.4&2.0
52	O=S(=O)(NC1c2cccc3cccc(c23)C1N1CCOCC1)c1ccccc1 (stereo not drawn)
 : -0.1	-9.3	-0.4	-5.3
53	CCOC(=O)c1ccc(NC(=S)NN2CCN(C)CC2)cc1
 : -0.2&1.3	3.2&9.9	3.5&-0.4	5.5&16.6
54	O=C(CCCN1C(=O)c2cccc3cccc(c23)C1=O)N1CCCCC1
 : -0.1	20.6	0.5	-1.0
55	Cc1cc(Br)cc(C)c1NC(=O)c1sc2ncn(Cc3cccc(F)c3)c(=O)c2c1C
 : 0.0	-0.8	0.7	4.6
56	CCOC(=O)c1cnc(SCC(=O)N(CC)CC)nc1N
 : 0.5	-19.0	-1.8	-3.8
57	N#Cc1ccc(C(=O)Nc2ccccc2I)c(F)c1
 : 0.3	16.7	-0.7	-2.9
58	CNC(=S)NNC(=O)Cc1ccc(OC)c(OC)c1
 : 0.2	5.5	1.2	1.2
59	CCn1c(=O)cc(SCC(=O)N2CCC(N3CCCCC3)CC2)c2ccccc21
 : 0.0	2.4	-1.0	6.4
60	CCC(CC)C(=O)Nc1c(C)n(C)n(-c2ccccc2)c1=O
 : 0.1	-4.9	-0.9	-1.8
61	CCOC(=O)c1cc(-c2ccccc2)sc1NC(=O)CSc1n[nH]c(=O)n1C1CC1
 : 0.0	-11.7	-0.2	0.1
62	CCc1ccc(Oc2coc3cc(OC(C)C(=O)OCC(C)C)ccc3c2=O)cc1 (stereo not drawn)
 : 0.2	10.2	-2.0	-1.6
63	O=C(NC1CCCCC1)c1ccc2c(c1)NC(=O)C(CS(=O)(=O)Cc1ccc(F)cc1)N2 (stereo not drawn)
 : 0.1	-11.7	-0.8	2.6
64	COc1cccc(CCc2nnc(CCC(=O)NCc3cccc(F)c3F)o2)c1
 : 0.4	-13.1	1.5	-9.4
65	CC1CCCCC1NC(=O)CN1N=C(c2ccccc2)CCC1=O (stereo not drawn)
 : 0.0	-1.0	0.4	-2.0
66	COc1ccc([C@@H]2C[C@H](C(=O)NCC34CC5CC(CC(C5)C3)C4)N(C)S(=O)(=O)N2)cc1
 : 0.0	-1.5	-0.2	1.8
67	FC(F)(F)c1cnc(N2CCN(c3ccc(-c4ccncc4)cn3)CC2)c(Cl)c1
 : -0.3	11.7	-1.4	3.1
68	O=C(COC(=O)c1cc([N+](=O)[O-])ccc1Cl)Nc1cc([N+](=O)[O-])ccc1F
 : 0.0	1.6	0.9	-2.8
69	COC(=O)c1ccccc1NC(=O)COc1ccc(C=O)cc1
 : -0.1	1.1	8.0*	-0.4

# Entries from the list above containing an aryl thioether with sulfur outside any ring, in the order listed:
# Order of results: FBW7 act	MITF primary	GPR151 ag	TEAD-YAP inh
2	COc1ccc(CCn2c(SCC(=O)Nc3ccc(C)cc3)nc3ccccc3c2=O)cc1OC
 : 0.1	22.6	0.7	11.2
17	CCc1nc(SCC(=O)Nc2c(C)nn(C)c2C)c2cnn(-c3ccccc3)c2n1
 : 0.2	6.7	0.4	-2.4
21	O=C(CSc1cccc[n+]1[O-])N(CCc1ccccc1)Cc1ccccc1
 : 0.6	6.5	-0.5	-12.7
25	COc1ccc(OC)c(-n2c(CNC(=O)c3ccc(S(=O)(=O)N4CCOCC4)cc3)nnc2SCC(=O)Nc2cccc(C)c2)c1
 : 0.0	3.2	-0.3	9.7
29	Cc1cc(SCC(=O)NCc2ccccc2Cl)nc(=O)[nH]1
 : -0.1	-0.9	-1.0	6.3
32	Cc1cccn2cc(CSc3cccc4cccnc34)nc12
 : 0.0	-0.5	-0.8	-50.1
35	Nc1nnc(SCC(=O)N2CC(=O)Nc3ccccc32)s1
 : -0.1	-8.8	-0.6	3.5
44	Nc1cc(=O)[nH]c(SCC(=O)Nc2ccccn2)n1
 : 0.6	9.6	-0.8	1.5
45	CCOC(=O)c1c(NC(=O)CSc2nnc(CNC(=O)c3ccccc3C(F)(F)F)n2C)sc2c1CCC2
 : 0.0	-15.2	1.5	0.9
47	NC(=O)CSc1nnc(-c2ccc([N+](=O)[O-])cc2)n1CC1CCCO1 (stereo not drawn)
 : 0.0	8.5	0.1	-4.4
49	Cc1nnc(NC(=O)CSc2nnc(-c3cccnc3)n2C)s1
 : -0.1	5.1	2.2	7.3
56	CCOC(=O)c1cnc(SCC(=O)N(CC)CC)nc1N
 : 0.5	-19.0	-1.8	-3.8
59	CCn1c(=O)cc(SCC(=O)N2CCC(N3CCCCC3)CC2)c2ccccc21
 : 0.0	2.4	-1.0	6.4
61	CCOC(=O)c1cc(-c2ccccc2)sc1NC(=O)CSc1n[nH]c(=O)n1C1CC1
 : 0.0	-11.7	-0.2	0.1

# From PubChem
